Screening data deposited in PubChem BioAssay by National Center for Advancing Translational Sciences (NCATS).
Nrf2 activator: activators of Nrf2 (ARE) signaling. AREc32 ARE-luciferase reporter (MCF7-derived line), luminescence, 24 h. Potency, µM (titrated, usually from 46.1 µM), for inactives: at the top dose activation, usual class: activators. actives 0.31% (n = 410,000); further: potency means the concentration at half of the fitted maximal effect; % of control where 0% means no effect; nearly all actives have a fitted effect of over 65% in size
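Each well held 1000 AREc32 cells, which were incubated with compound for 24 hr at 37 deg C after overnight attachment, and ARE reporter activity was quantified by firefly luciferase luminescence.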
CCT chaperon mod: changes cytosolic chaperonin activity; activity change, % (concentration not given with the values), hits read low; purified chaperonin ATPase assay, HTRF ADP detection, 30 min; actives 0.3% (n = 360,000); AID 651819; in the data active means activity change below about -30%; further: on the % scale 0 is the no-effect control and ±100 the full control effect
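TRiC at 40 or 20 nM final (batch-dependent) in 30 mM Tris pH 7.4, 100 mM KCl, 5 mM MgCl2, 1 mM DTT, with compound at single 76 uM and 10 uM ATP, 30 min at 37 deg C. ADP detected by HTRF Transcreener, 665/615 ratio.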
Akt phos inh: Akt phosphorylation inhibition; Neuro2A IGF-stimulated pAkt S473 HTRF, 20 min; stronger effect = lower value; activity change, % for hits at 50 µM; actives 0.32% (n = 360,000); AID 651550; in the data active means activity change below about -80%; inconclusive means mostly about -51% to -80%; further: on the % scale 0 is the no-effect control and ±100 the full control effect
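Single-point screen (50 µM final compound) in Neuro2A cells stimulated 20 min with 6 nM IGF at 37 deg C. After lysis, Ser473-phosphorylated Akt read by HTRF (ex 330 nm, em 615/665 nm) as the 665/615 ratio.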
S2 tox: viability counter-screen for ATXN expression inhibitors; S2 cells (HEK-293 line with an ATXN2-luciferase reporter) viability, CellTiter-Fluor protease fluorescence, 24 h; Potency, µM (top dose mostly 56.7 µM), usual class: cytotoxic; actives 0.49% (n = 400,000); further: potency means the concentration at half of the fitted maximal effect; nearly all actives have a fitted effect of over 40% in size
Nrf2 inh: Nrf2 pathway inhibition | A549 ARE-Fluc reporter, luciferase luminescence, 18-24 h | Potency, µM (series often up to 46 µM), for the others: at the top dose activity change, negative = inhibition, hits mostly inhibitors | actives 2.1% (n = 360,000); further: potency means the concentration at half of the fitted maximal effect; on the % scale 0 is the no-effect control and ±100 the full control effect; nearly all actives have a fitted effect of over 60% in size
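A549 ARE_Fluc cells (5000/well, 5% FBS OPTI-MEM) pre-incubated 2 h, then treated with compounds 18-24 h at 37C/5% CO2 in concentration-response. CellTiter-Fluor viability read first; BugLite luciferase luminescence after 15 min at room temperature gives Nrf2 activity.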
Mm-Cpn inhibitor: inhibitors of Methanococcus maripaludis chaperonin (MmCpn) | AID 504842 | purified Mm-Cpn ATPase, ADP Transcreener TR-FRET | actives 0.031% (n = 330,000) | Potency, µM (series often up to 76.9 µM), for the others: at the top dose activity, negative = inhibition, hits mostly inhibitors; further: potency means the concentration at half of the fitted maximal effect; on the % scale 0 is the no-effect control and ±100 the full control effect; nearly all actives have a fitted effect of over 80% in size
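TR-FRET (320 nm excitation; 590 and 665 nm emission) reports ADP made from 10 uM ATP by 25 nM enzyme; compounds were preincubated 10 min, reaction run 30 min, both at 37°C.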
TGFb inhibitor: TGF-b pathway inhibition; HepG2 CAGA-GFP TGF-b/SMAD3 reporter, GFP fluorescence, 18 h; TGF-beta stimulated, 500 pg/mL final; Potency, µM (top dose mostly 46.1 µM), for inactives: at the top dose activity, negative = inhibition, hits mostly inhibitors; actives 1.2% (n = 410,000); further: potency means the concentration at half of the fitted maximal effect; on the % scale 0 is the no-effect control and ±100 the full control effect; nearly all actives have a fitted effect of over 65% in size
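Read-out: total well GFP (ex488/em500-530) summed from mean per-cell fluorescence. Cells: HEPG2 CAGA-GFP, 1% FBS DMEM, 18 h at 37 degrees C with 500 pg/mL final TGF-beta. Unstimulated wells served as the full-inhibition control; stimulated DMSO wells = 0%.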
A549 viability: kills or reduces viability of A549 cells in Nrf2 counter-screen | actives 0.16% (n = 390,000) | A549 ARE-Fluc cells, CellTiter-Fluor viability, 18-24 h | Potency, µM (doses to about 46 µM), inactives show top-dose activity change, negative = cytotoxicity, usual class: inhibitors; further: potency means the concentration at half of the fitted maximal effect; on the % scale 0 is the no-effect control and ±100 the full control effect
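Cytotoxicity counterscreen: CellTiter-Fluor fluorescence was measured in A549 ARE_Fluc cells after 18-24 h of compound exposure in a concentration series. The subsequent BugLite luminescent read reports ARE-luciferase activity.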
HepG2 tox: HepG2 cytotoxicity, counter-screen for TGF-b inhibitors | HepG2 CAGA-GFP viability, ATP luminescence, 18 h | Potency, µM (highest dose often 46.1 µM), without a hit: at the top dose activity change, negative = cytotoxicity, most hits filed as cytotoxic | actives 0.76% (n = 410,000) | AID 588856; further: potency means the concentration at half of the fitted maximal effect; some results filed as inactive show a strong effect at the top dose
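CellTiter-Glo luminescence gave cytotoxicity after 18 hours at 37 degrees C. The cells were HepG2 CAGA-GFP in 1% FBS DMEM, stimulated with 500 pg/mL TGF-beta after compound addition. %Activity was normalised to no-cell wells (complete cell-killing) and DMSO (no toxicity), and curves were fitted and classified.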
Numbers without * were called inactive; i = inactive; ? = inconclusive; · = not tested or not shown; [ ] = remark or other dose. Unless noted, the call rests on the fitted dose curve; in most records, active means well fitted curve in the direction sought with a large enough effect; inconclusive means small, poorly fitted or top-dose-only effect, or another doubt; inactive means no such curve, though single readings can be large; an effect the other way counts as inactive or inconclusive.

SMILES	Nrf2 activator	CCT chaperon mod	Akt phos inh	S2 tox	Nrf2 inh	Mm-Cpn inhibitor	TGFb inhibitor	A549 viability	HepG2 tox
O=C(NCc1ccccc1Cl)c1ccc(S(=O)(=O)Nc2cccc(C(F)(F)F)c2)cc1	2.7%	-2.0	i	i	?	1%	-9%	0%	-29%
Cc1csc(NC(=O)Cc2nn(C)c(=O)c3ccccc23)n1	1.7%	-1.5	i	i	·	1%	-2%	-3%	3%
COc1ccc(CNC(=O)CSc2nnc(C)c3c(C)n(-c4ccccc4)nc23)c(OC)c1	6.4%	·	·	i	?	·	-14%	-2%	-51%
COc1c(Cl)cnn(-c2cccc(C)c2)c1=O	3.5%	-0.6	i	i	13%	-4%	0%	-3%	7%
NS(=O)(=O)c1ccc(O)c(NC(=O)c2ccc([N+](=O)[O-])o2)c1	10µM*	-2.6	i	i	1%	0%	-35%	-11%	-37%
O=C1CCC(C(=O)N2CCCC2)CN1Cc1cccc(C(F)(F)F)c1 (stereo unspecified)	0.4%	0.1	i	i	3%	0%	-28%	1%	2%
Cc1ccc(-c2nc3c(c(SCC(=O)N4CCOCC4)n2)COC(C)(C)C3)cc1	-0.3%	1.6	i	i	?	·	1%	0%	1%
CCOC(=O)COn1c(=O)c[n+]([O-])c2ccccc21	-0.6%	2.7	i	i	17%	-2%	-2%	1%	-14%
COc1ccc(C(=O)NC2CCCc3ccccc32)cc1S(=O)(=O)N1CCOCC1 (stereo unspecified)	0.8%	0.5	i	i	-27%	-5%	2%	2%	-3%
COc1cc(C(=O)Nc2ccc(N3CCN(C(=O)c4ccc(C)cc4)CC3)cc2)cc(OC)c1OC	1.8%	2.4	i	i	?	1%	1%	-11%	-5%
Cc1ccc2oc3c(c(=O)c2c1)C(c1ccc(O)cc1)N(c1nc(C)c(C)s1)C3=O (stereo unspecified)	-0.3%	·	·	i	-4%	·	0%	-2%	4%
COCCN(C(=O)c1csnn1)C(C(=O)NC1CCCCC1)c1sccc1C (stereo unspecified)	-0.5%	-2.0	i	i	2%	3%	-2%	-12%	-38%
CC1=Nc2ccccc2/C1=C\c1nc(-c2ccccc2)oc1O	4.2%	-1.2	i	i	16%	-2%	44%[activator]	1%	-7%
COc1ccccc1N1CCN(C(=S)NC(=O)/C=C/c2ccccc2)CC1	8.3%	-3.4	i	i	21%	-3%	-23%	2%	-13%
CCOC(=O)C1CCCN(C(=O)CCNS(=O)(=O)c2ccc3c(c2)CCC(=O)N3)C1 (stereo unspecified)	-0.1%	-1.4	i	?	0%	-1%	2%	10%	-5%
CN(c1ccccc1)S(=O)(=O)c1cccc(NC(=O)c2ccncc2)c1	0.7%	0.8	i	?	?	-1%	?	1%	0%
CCOC(=O)[C@@H]1[C@H]2COc3ccc(Br)cc3[C@@H]2N2C(=O)N(c3ccc(Cl)cc3)C(=O)[C@]12C	3.1%	-2.8	i	i	3%	·	0%	-3%	3%
COc1ccc(N2C(=O)/C(=C\c3ccco3)N=C2SCC(N)=O)cc1Cl	?	-1.6	i	i	?	-1%	-25%	-21%	-10%
CCOc1ccc(NC(=O)CN2C(=O)COc3ccccc32)cc1	0.2%	0.2	i	i	-9%	0%	-15%	-12%	-10%
O=S(=O)(Cc1ccccc1)N1CCN(Cc2ccc3c(c2)OCO3)CC1	3.3%	0.8	i	i	-2%	·	4%	10%	-13%
COc1ccc(C(c2nnnn2Cc2ccccc2)N2CCN(C(=O)c3ccco3)CC2)cc1OC (stereo unspecified)	0.4%	-4.2	i	i	·	0%	4%	-1%	2%
COC(=O)c1nc(NC(=O)c2ccccc2Br)n[nH]1	-0.5%	-0.2	i	i	?	0%	-9%	0%	-11%
Clc1ccc(-c2csc(N3CCOCC3)n2)cc1	5.2%	0.1	i	i	?	3%	-5%	0%	-12%
CCNc1nc(Cl)nc(NCc2ccccc2)n1	0.2%	-1.0	i	i	?	0%	-2%	2%	0%
COc1cccc(OC)c1CNC(=O)CCSCc1ccccc1F	-1.1%	2.4	i	i	-12%	-3%	2%	-2%	-15%

Reprinted from the part before: four entries, followed by the next part.
SMILES	Nrf2 activator	CCT chaperon mod	Akt phos inh	S2 tox	Nrf2 inh	Mm-Cpn inhibitor	TGFb inhibitor	A549 viability	HepG2 tox
COC(=O)c1nc(NC(=O)c2ccccc2Br)n[nH]1	-0.5%	-0.2	i	i	?	0%	-9%	0%	-11%
Clc1ccc(-c2csc(N3CCOCC3)n2)cc1	5.2%	0.1	i	i	?	3%	-5%	0%	-12%
CCNc1nc(Cl)nc(NCc2ccccc2)n1	0.2%	-1.0	i	i	?	0%	-2%	2%	0%
COc1cccc(OC)c1CNC(=O)CCSCc1ccccc1F	-1.1%	2.4	i	i	-12%	-3%	2%	-2%	-15%
C/C(=N\Nc1ccc(C(=O)O)cc1)c1ccc(-n2ccnc2)cc1	0.6%	-2.6	i	i	?	1%	0%	0%	2%
CSc1ncccc1C(=O)OCC(=O)NC(N)=O	-1.1%	2.2	i	i	4%	-15%	0%	-9%	8%
COc1ccc(CCNc2nc3ccccc3n3cnnc23)cc1OC	-0.5%	-0.4	i	i	?	-10%	-15%	-1%	-1%
NC(=O)CSc1nc(N)c2c3c(sc2n1)CCCCC3	2.7%	0.2	i	i	21%	-3%	0%	-4%	-14%
COc1cc(C(=O)NCC(c2ccc(N(C)C)cc2)N2CCCC2)cc(OC)c1OC (stereo unspecified)	0.9%	·	·	·	·	·	-14%	-6%	-23%
C[C@H](CO)N1C[C@H](C)[C@@H](CN(C)S(=O)(=O)c2ccccc2)Oc2ccc(NC(=O)c3ccncc3)cc2C1=O	-0.1%	-1.0	i	i	10%	-2%	4%	-2%	2%
O=C(NCCc1ccccc1)C(=O)NCC(c1cccnc1)N1CCN(c2ccccc2F)CC1 (stereo unspecified)	0.2%	·	·	?	2%	·	?	0%	-19%
COc1ccc(C(C)=O)cc1CC1(C)C(=O)Nc2ccc(OC(F)(F)F)cc21 (stereo unspecified)	2.3%	0.5	i	i	·	·	-7%	·	-18%
COc1cccc(CNC(=O)c2cc(C)nc3ccccc23)c1	0.1%	-2.5	i	i	-6%	-2%	-8%	0%	0%
O=c1c2ccc(Cl)cc2[nH]c(=S)n1CCC1=CCCCC1	1.7%	0.3	i	i	-13%	-1%	14%	-9%	25%
CC(=O)Nc1cncc(-c2cccc(C(=O)N(C)C)c2)n1	-0.5%[9.22 µM]	-0.7	i	i	·	·	21%	·	5%
CN=C(C)/C(C(=O)OC)=C(/O)c1ccccc1F	-0.5%	-3.2	i	i	0%	3%	0%	5%	-5%
O=C(CNc1cc(S(=O)(=O)N2CCOCC2)ccc1N1CCOCC1)Nc1cccc(C(F)(F)F)c1	-0.4%	-1.2	i	i	3%	0%	0%	3%	-26%
CSc1ccc(/C=C(\C#N)C(=O)NC2CCCCC2)cc1	-0.9%	0.1	i	i	?	0%	-14%	12%	-21%
Cc1c(C(=O)N2CC(C)OC(C)C2)[nH]c2ccc(Br)cc12 (stereo unspecified)	4.7%	0.7	i	i	1%	-7%	-27%	1%	-19%
COc1ccccc1NC(=S)N1CCN(c2ccccn2)CC1	-0.5%	-2.0	i	i	-10%	-3%	-40%	9%	-14%
CCN1CCN(C(=O)c2nn(-c3ccc(C)cc3)c(=O)c3c2c2ccccc2n3C)CC1	0.3%	0.4	i	i	16%	-6%	-13%	-4%	-29%
Cc1nc2cc(NCc3ccc(Cl)cc3)ccc2n1C	-0.8%	0.3	i	i	?	0%	9%	1%	8%
COc1ccc(C(=O)Oc2cc(/C=N/NC(N)=S)ccc2OC)cc1	4.5%	-0.2	i	i	-5%	0%	?	2%	-16%
O=C1CCC/C(=N\NC(=O)c2ccc(NS(=O)(=O)c3ccc(Br)cc3)cc2)C1	-0.1%	0.6	i	i	19%	-5%	-6%	0%	1%
Cc1ccc(C(=O)NC(=S)NCCCN2CCOCC2)cc1	2.5%	-1.3	i	i	24%	2%	?	0%	10%
CC1(c2ccc3c(c2)OCCO3)NC(=O)N(CC(=O)Nc2ccccc2F)C1=O (stereo unspecified)	0.1%	1.2	i	i	-7%	-1%	-9%	2%	0%
COc1ccccc1-n1c(SCC(=O)Nc2ccc(Cl)cc2)nc(O)c(Cc2ccccc2)c1=O	7.6%	0.9	i	i	·	·	-9%	·	-31%
COc1ccc(OC)c(NC(=O)c2sc3nc(Cc4ccccc4)cc(C(F)(F)F)c3c2N)c1	0.1%	-0.8	i	i	-8%	-14%	?	2%	6%
O=c1c2cc(NC(=S)N3CCCCCC3)ccc2nc2n1CCCCC2	0.5%	-0.6	i	i	?	0%	-4%	-3%	-2%
CC(C)c1ccc(/C=C2\SC(=S)N(CCC(=O)NCCCn3ccnc3)C2=O)cc1	9.0%	-1.2	i	?	-56%	-2%	-15%	?	-30%
Cc1cc(Cl)ccc1NC(=O)C1CCCN1C(=O)c1cccs1 (stereo unspecified)	4.0%	0.4	i	i	0%	0%	1%	2%	-4%
CCOC(=O)n1c(SCC(N)=O)nc2ccccc21	0.1%	-0.4	i	i	-16%	0%	0%	-9%	-14%
CCc1ccc(NS(=O)(=O)c2ccc3[nH]cc(C(=O)NC4CCCC4)c(=O)c3c2)cc1	-2.0%	·	·	?	?	·	?	?	-69%
Cn1ccnc1SCC(=O)Nc1ccc(Br)cc1C(F)(F)F	2.9%	-2.9	i	i	15%	-2%	2%	-2%	-1%
